High-throughput results: PubChem BioAssay, National Center for Advancing Translational Sciences (NCATS)
RXFP1 antagonist = qHTS Assay for Antagonists of the Relaxin Receptor RXFP1. activity change, negative = inhibition, % at 57.5 µM. HEK293-RXFP1, relaxin-stimulated cAMP HTRF, 30 min; hits give low values. 350,000 compounds, 0.59% hits. Relaxin receptor 1 (Homo sapiens), Q9HBX9;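 active = activity change of -60% or lower, but not beyond a set lower limit; inconclusive = change between -60% and -40%, or beyond the set limit; inactive = change above -40%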; note: % is set by controls: 0 for no effect and ±100 for the full control effect
D2 antagonist = HTS Assay for Allosteric Antagonists of the Human D2 Dopamine Receptor: Primary Screen for Antagonists; inhibition, % at 10 µM; HEK293 TREx D2 cells, calcium flux, dopamine EC80; 340,000 compounds, 2% hits; D(2) dopamine receptor (Homo sapiens), P14416; in the data active = inhibition above about 30%; note: 0% is about no effect
Target sequence (P14416 whole entry, looked up): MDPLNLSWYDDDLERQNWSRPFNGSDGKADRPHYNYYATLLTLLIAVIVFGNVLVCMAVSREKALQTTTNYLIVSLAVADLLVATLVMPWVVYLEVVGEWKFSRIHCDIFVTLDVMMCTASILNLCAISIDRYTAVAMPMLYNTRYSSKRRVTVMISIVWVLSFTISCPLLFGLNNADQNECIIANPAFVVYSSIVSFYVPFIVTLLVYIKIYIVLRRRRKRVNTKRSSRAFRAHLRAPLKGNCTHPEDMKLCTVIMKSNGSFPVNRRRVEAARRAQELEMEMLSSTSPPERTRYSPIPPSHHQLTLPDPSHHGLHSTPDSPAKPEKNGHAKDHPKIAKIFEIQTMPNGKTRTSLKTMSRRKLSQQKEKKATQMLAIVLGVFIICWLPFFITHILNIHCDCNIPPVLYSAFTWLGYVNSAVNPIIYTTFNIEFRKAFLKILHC
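Dopamine at EC80 is the agonist stimulus; test compounds precede it by 180 s. Calcium flux read kinetically in a force-coupled, inducible HEK293 T-REx D2 cell line.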
D2 agonist = HTS Assay for Allosteric Agonists of the Human D2 Dopamine Receptor: Primary Screen for Agonists | D(2) dopamine receptor (Homo sapiens), P14416 | HEK293 T-REx D2 cells, calcium flux agonist mode | activation, % at 2 µM | 340,000 compounds, 0.53% hits;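 active = activation over 3 SD above normal in the single-dose calcium agonist read, cut at about 30% in these data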; note: 0% is about no effect
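In this primary screen, compounds producing a positive calcium signal within 180 s of addition to tetracycline-induced, force-coupled HEK293 Trex D2 cells are flagged; cells are dye-loaded with a no-wash calcium kit beforehand.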
TRHR agonist = qHTS for Small Molecule Agonists and Allosteric Enhancers of Human TRH Receptor: Primary Screen for Agonists; Thyrotropin-releasing hormone receptor (Homo sapiens), P34981; TRHR cells, calcium flux fluo-8, FDSS agonist mode; activation, % at 2 µM; 360,000 compounds, 0.18% hits; AID 493084, 2011; note: 0% is about no effect
Target sequence (P34981 whole entry, looked up): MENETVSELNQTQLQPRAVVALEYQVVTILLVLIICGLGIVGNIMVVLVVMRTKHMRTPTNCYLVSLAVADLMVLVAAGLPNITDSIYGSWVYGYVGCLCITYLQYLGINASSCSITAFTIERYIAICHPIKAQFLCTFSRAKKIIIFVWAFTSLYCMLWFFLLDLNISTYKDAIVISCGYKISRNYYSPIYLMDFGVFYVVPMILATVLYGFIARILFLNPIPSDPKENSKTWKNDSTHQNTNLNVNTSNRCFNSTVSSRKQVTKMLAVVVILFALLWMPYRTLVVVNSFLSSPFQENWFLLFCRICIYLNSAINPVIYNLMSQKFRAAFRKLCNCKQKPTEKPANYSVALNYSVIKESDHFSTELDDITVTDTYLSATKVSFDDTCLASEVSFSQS
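TRHR-expressing cells, plated overnight in medium with 10% serum, were loaded with fluo-8 calcium dye at room temperature. After a 10 s baseline, library compound was pin-added and calcium release was recorded kinetically (ex 480/em 530) as agonist response.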
D2 PAM = HTS Assay for Positive Allosteric Modulators of the Human D2 Dopamine Receptor: Primary Screen for Potentiators. D(2) dopamine receptor (Homo sapiens), P14416. HEK293 T-REx D2, calcium flux, EC20 dopamine potentiation. potentiation, % at 10 µM. 340,000 compounds, 0.34% hits;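 active = potentiation over 3 SD above the plate norm, cut at about 30% in these data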; note: 0% is about no effect
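Cells plated with tetracycline inducer and held overnight at 30 C; calcium dye loaded 30–90 min at room temperature; baseline taken, compound added and read 180 s; EC20 dopamine then added and read 180 s.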
D1 ag = Allosteric Agonists of the Human D1 Dopamine Receptor: qHTS; HEK293 T-REx D1 cells, calcium flux, agonist mode; activation, % at 2 µM; 360,000 compounds, 1% hits; note: 0% is about no effect
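Agonism was scored from calcium flux recorded over 180 s (1 read/s) after pintool compound addition, following a 10-cycle baseline. Cells were inducible force-coupled HEK293 TREx D1, plated overnight at 30 C and loaded with no-wash calcium dye.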
D1 antag = Antagonist of Human D 1 Dopamine Receptor: qHTS. D(1A) dopamine receptor (Homo sapiens), P21728. activity change, negative = inhibition, % at 10 µM. 360,000 compounds, 3.2% hits. HEK293 TREx D1 cells, calcium flux, dopamine EC80; hits give low values; in the data active = activity change below about -30%; note: % is set by controls: 0 for no effect and ±100 for the full control effect
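Tetracycline-induced HEK293 T-REx cells with force-coupled D1 receptor were loaded with a no-wash calcium dye. Compound was added after a 10 s baseline and read kinetically for 180 s; EC80 dopamine was then added and calcium flux followed another 180 s.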
TRHR enhancer = qHTS for Small Molecule Agonists and Allosteric Enhancers of Human TRH Receptor: Primary Screen for Enhancers; AID 493056, 2011; 360,000 compounds, 0.66% hits; enhancement, % at 2 µM; Thyrotropin-releasing hormone receptor (Homo sapiens), P34981; TRHR cells, fluo-8 calcium fluorescence, EC20 TRH enhancement; in the data active = enhancement above about 30%; note: 0% is about no effect
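Enhancer read-out: after compound pinning and an initial kinetic agonist-mode read, an EC20 of TRH (10 nM final) was injected and fluo-8 calcium signal (Ex 480/Em 530) followed at 1 s/cycle for 100 cycles in TRHR-expressing cells.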
D1 PAM = Potentiators of Human D1 Dopamine Receptor: qHTS; HEK293 TREx D1 cells, calcium flux, dopamine EC20 potentiation; D(1A) dopamine receptor (Homo sapiens), P21728; potentiation, % at 10 µM; 360,000 compounds, 0.036% hits; AID 504651, 2011; in the data active = potentiation above about 30%; note: 0% is about no effect
Starred values were filed as active, the others as inactive; ? = inconclusive; nt = no result given. Cut-off read from the data, not from the text of the source, unless noted: active = activation above about 30%; inactive = the rest.

SMILES	RXFP1 antagonist	D2 antagonist	D2 agonist	TRHR agonist	D2 PAM	D1 ag	D1 antag	TRHR enhancer	D1 PAM
Cc1sc2ncnc(N3CCC(C(=O)NNC(=O)COc4ccccc4Cl)CC3)c2c1C	?	-14	-0.5	-0.1	13	12	5	12	-14
COc1ccc(NC(=O)c2cn(-c3ccccc3)nc2SC)cc1	-5	61*	-0.7	-0.7	-21	1	1	-3	0
COc1ccc(NC(=O)CSc2nnc(-c3cccnc3)o2)c(OC)c1	-12	-1	-0.3	0.3	5	0	-1	-2	-5
O=C(N/N=C/c1ccc[nH]1)c1ccc(O)cc1	0	13	0.6	0.5	0	5	-7	-2	-2
Cc1cnc(C(=O)OCc2nc3ccsc3c(=O)[nH]2)cn1	4	nt	nt	1.6	nt	2	11	8	2
COc1ccc(NC(=O)CSCc2ccc(C#N)cc2)c(OC)c1	-12	-1	-0.8	-0.6	4	5	-15	9	-4
CCCCCCCCNC(=O)/C(C#N)=C/c1ccccc1[N+](=O)[O-]	?	-5	0.3	-0.3	4	15	-18	-1	0
COC(=O)c1cccc(NS(=O)(=O)c2ccc(NC(C)=O)cc2)c1C	-12	nt	nt	-0.2	nt	4	-9	-3	-7
Cc1scc(C(=O)NNC(=S)NCc2ccccc2)c1C	9	3	0.0	0.1	-5	3	0	-2	-7
Cc1ccc(/C=C/C(=O)O)cc1S(=O)(=O)N1CCCCC1	-9	9	0.3	0.6	11	3	21	0	0
NS(=O)(=O)c1ccc(CCNC(=O)/C=C/c2cccc([N+](=O)[O-])c2)cc1	-7	13	0.7	0.0	-8	2	-10	-5	-1
COc1ccc(NC(=O)C2=NN(C3CCS(=O)(=O)C3)C(=O)CC2)cn1 (stereo not drawn)	-3	7	-0.1	0.3	1	5	12	10	1
CC(=C\C(=O)O)/C(=C/c1ccco1)C(=O)O	11	-9	0.6	-0.5	-3	3	-8	2	-1
N#Cc1nc(-c2cccs2)oc1N1CCN(c2ccccc2)CC1	-4	-14	-1.0	-1.4	7	5	-8	1	-13
O=C(NC1CCCCC1)C(c1cccs1)N(Cc1cccs1)C(=O)c1cccs1 (stereo not drawn)	0	-4	-0.4	0.5	1	5	-16	-8	2
Cc1cccc(N(CC(=O)NCC2CCCO2)C(=O)CCC(=O)Nc2cc(C)on2)c1 (stereo not drawn)	3	-3	0.3	0.5	18	2	3	-2	-4
CCOC(=O)N1CCc2c(sc(NC(=O)CN3CCN(C)CC3)c2C(=O)Nc2ccccc2)C1	-1	-1	-0.6	1.4	2	1	-14	1	-11
O=C(O)CSc1nnc(Cc2ccccc2)n1-c1ccccc1	7	nt	nt	0.7	nt	0	-3	0	-1
Brc1ccc2nc(-c3cccs3)c(NCC3CCCO3)n2c1 (stereo not drawn)	-6	5	-1.2	-2.5	6	6	-15	-2	-5
O=C(Cc1c[nH]c2ccccc12)Nc1cccc(S(=O)(=O)N2CCCCC2)c1	nt	-1	-0.6	0.3	-14	0	-30*	0	-8
CSCc1c(C(=O)Nc2ccc(N3CCOCC3)cc2)oc2ccccc12	3	0	0.3	-0.7	7	2	-4	-2	3
Cc1nn2c(-c3ccncc3)ccnc2c1Br	11	-6	1.1	-0.9	0	2	-22	-3	-7
Cc1cccc(NC(=O)CSCc2cc(=O)n3ccsc3n2)c1C	-3	-19	0.5	0.6	8	4	8	0	-4
CN(CC(=O)Nc1cccc(F)c1)C(=O)c1ccc(OCC2CCCO2)cc1 (stereo not drawn)	-10	4	-0.2	0.3	7	4	17	1	-8
O=C(N=C1SC2CS(=O)(=O)CC2N1c1ccc(Cl)cc1Cl)C1CCCO1 (stereo not drawn)	22	-9	0.5	0.0	5	2	4	2	1
COc1cc(C(=O)N2CCN(CCc3ccncc3)CC2)cc(OC)c1OC	7	nt	nt	0.1	3	0	-1	-2	0
CCc1ccc(NC(=O)CN2CCN(Cc3ccccc3)S2(=O)=O)cc1	-8	nt	-0.8	-1.5	-5	4	10	3	0
O=C(CSc1nncs1)Nc1nccs1	14	9	-0.2	0.1	-3	3	5	1	-7
COc1ccccc1C(=O)Nc1c(C(=O)Nc2ccc(C)cc2)oc2ccccc12	nt	nt	0.0	-0.4	-1	1	3	1	-2
Cc1nc(-c2cccc(NC(=O)C(C)Oc3ccccc3)c2)cs1 (stereo not drawn)	-15	15	-1.3	-0.2	-3	3	-14	-6	-7

Three compounds out of the list above, arranged by the value under TRHR agonist, low to high:
| SMILES | RXFP1 antagonist | D2 antagonist | TRHR agonist | D2 PAM | D1 ag | D1 antag | TRHR enhancer | D1 PAM |
| --- | --- | --- | --- | --- | --- | --- | --- | --- |
| CC(=C\C(=O)O)/C(=C/c1ccco1)C(=O)O | 11 | -9 | -0.5 | -3 | 3 | -8 | 2 | -1 |
| CCCCCCCCNC(=O)/C(C#N)=C/c1ccccc1[N+](=O)[O-] | ? | -5 | -0.3 | 4 | 15 | -18 | -1 | 0 |
| COc1cc(C(=O)N2CCN(CCc3ccncc3)CC2)cc(OC)c1OC | 7 | nt | 0.1 | 3 | 0 | -1 | -2 | 0 |

(further entries)
SMILES	RXFP1 antagonist	D2 antagonist	D2 agonist	TRHR agonist	D2 PAM	D1 ag	D1 antag	TRHR enhancer	D1 PAM
CCN1CCN(Cc2ccc(NC(=O)Nc3ccc(OC)cc3)cc2)CC1	nt	-40	-0.1	0.6	4	1	-6	5	-1
CCc1ccc2c(CN3CCC(C(=O)OC)CC3)cc(=O)oc2c1	-2	106*	106*	-1.4	-42	2	7	-5	0
COc1ccc(CNC(=O)C2=C(C)C(=O)OC23CCCCC3)cc1OC	nt	nt	-0.2	0.2	3	-1	2	14	-1
CC(C)C[C@H](NC(=O)Nc1ccccc1F)C(=O)O	1	6	0.3	1.0	1	4	-4	17	-3
CCCN1CCC(NC(=O)Nc2cc(Cl)ccc2OC)CC1	1	85*	0.7	0.9	-39	3	-1	-2	1
COc1cc(/C=C2/SC(=S)N(CC(=O)O)C2=O)ccc1OCC(=O)Nc1ccc(C)c(C)c1	nt	4	1.3	-0.5	0	1	-22	4	-3
CC1CCn2c(nc3cc(C(=O)NCc4ccc(OC(C)C)cc4)ccc32)C1 (stereo not drawn)	-35	nt	-1.4	-1.0	11	-1	-8	0	1
COC(=O)c1cn[nH]c1NC(=S)Nc1ccc(C)cc1Cl	20	nt	nt	-0.2	nt	12	-23	4	-16
CCOC(=O)C1CCN(C(c2cccnc2)c2c(NC(=O)c3ccco3)sc(C)c2C)CC1 (stereo not drawn)	2	0	0.1	-0.4	-2	-1	-14	11	-2
CCC(=O)C1=C(c2ccc(F)cc2)N(C(=O)CC)n2c(nnc2C2CCCCC2)S1	-13	nt	0.7	0.5	-9	1	nt	-2	5
COc1cccc(NC(=O)Cn2c3ccc(OC)cc3c3nc4n(c(=O)c32)CCS4)c1	4	nt	nt	0.4	-6	1	3	1	5
CC(C)CC(=O)Nc1c(C(=O)N2CCN(Cc3ccccc3)CC2)oc2ccccc12	0	-17	-0.5	-0.3	-4	2	-1	-18	-4
COc1ccc(OC)c(NC(=O)COC(=O)CSc2ccc(Cl)cc2)c1	nt	-7	-0.7	-1.0	-2	5	-3	-4	-8
CC/C(=N\Nc1ccnc2cc(Cl)ccc12)c1ccc(O)cc1	1	-36	0.0	0.0	-16	3	-2	8	-9
COCCN(CCOC)c1ncnc2c1cnn2-c1ccccc1	nt	8	-0.9	-0.7	1	1	-27	0	-10
CCOC(=O)Cc1cc(=O)[nH]c(Nc2nc3ccccc3o2)n1	11	4	0.8	0.7	6	4	-4	-2	-5
Clc1ccc(C2CC(c3ccccc3)Nc3ncnn32)cc1 (stereo not drawn)	-22	26	0.5	0.9	3	2	13	-3	-1

Fetched one by one from the list above, 4 records:
SMILES	RXFP1 antagonist	D2 antagonist	D2 agonist	TRHR agonist	D2 PAM	D1 ag	D1 antag	TRHR enhancer	D1 PAM
CC1CCn2c(nc3cc(C(=O)NCc4ccc(OC(C)C)cc4)ccc32)C1 (stereo not drawn)	-35	nt	-1.4	-1.0	11	-1	-8	0	1
CCN1CCN(Cc2ccc(NC(=O)Nc3ccc(OC)cc3)cc2)CC1	nt	-40	-0.1	0.6	4	1	-6	5	-1
CCCN1CCC(NC(=O)Nc2cc(Cl)ccc2OC)CC1	1	85*	0.7	0.9	-39	3	-1	-2	1
CC(C)CC(=O)Nc1c(C(=O)N2CCN(Cc3ccccc3)CC2)oc2ccccc12	0	-17	-0.5	-0.3	-4	2	-1	-18	-4

Looked up above:
CCOC(=O)C1CCN(C(c2cccnc2)c2c(NC(=O)c3ccco3)sc(C)c2C)CC1 (stereo not drawn) @ TRHR enhancer: 11
COc1cc(/C=C2/SC(=S)N(CC(=O)O)C2=O)ccc1OCC(=O)Nc1ccc(C)c(C)c1 @ TRHR agonist: -0.5
Clc1ccc(C2CC(c3ccccc3)Nc3ncnn32)cc1 (stereo not drawn) @ D2 agonist: 0.5
CC/C(=N\Nc1ccnc2cc(Cl)ccc12)c1ccc(O)cc1 @ D1 PAM: -9
CCCN1CCC(NC(=O)Nc2cc(Cl)ccc2OC)CC1 @ TRHR agonist: 0.9
CC(C)C[C@H](NC(=O)Nc1ccccc1F)C(=O)O @ D1 PAM: -3
COc1ccc(CNC(=O)C2=C(C)C(=O)OC23CCCCC3)cc1OC @ D2 PAM: 3
